ABCG2 inh = blocks JC-1 efflux by human ABCG2 transporter | actives 0.1% (n = 190,000) | IgMXP3 cells, flow cytometry | inhibition, % at 6.6 µM | Q9UNQ0;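 active = inhibition above 80%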;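 also: 0% = DMSO and 100% = nicardipine control wells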
Target sequence (Q9UNQ0 whole entry, looked up): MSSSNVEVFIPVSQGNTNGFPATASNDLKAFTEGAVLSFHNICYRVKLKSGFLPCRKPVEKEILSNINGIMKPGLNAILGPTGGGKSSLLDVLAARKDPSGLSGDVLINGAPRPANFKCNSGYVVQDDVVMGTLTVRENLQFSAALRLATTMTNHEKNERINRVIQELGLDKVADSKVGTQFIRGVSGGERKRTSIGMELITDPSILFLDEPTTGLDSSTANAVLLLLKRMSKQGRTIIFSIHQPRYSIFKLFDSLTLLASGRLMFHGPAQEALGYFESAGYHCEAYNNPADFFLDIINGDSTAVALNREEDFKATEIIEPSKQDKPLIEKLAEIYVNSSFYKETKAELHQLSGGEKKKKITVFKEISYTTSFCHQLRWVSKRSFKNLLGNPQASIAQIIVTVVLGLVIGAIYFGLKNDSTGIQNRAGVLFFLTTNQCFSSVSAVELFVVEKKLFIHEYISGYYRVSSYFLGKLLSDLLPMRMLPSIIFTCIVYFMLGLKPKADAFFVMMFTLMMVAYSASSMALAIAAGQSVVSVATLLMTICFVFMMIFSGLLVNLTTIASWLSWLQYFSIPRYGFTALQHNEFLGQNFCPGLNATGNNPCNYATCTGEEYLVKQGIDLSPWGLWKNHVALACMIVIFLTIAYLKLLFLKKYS
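Assay system – ABCG2 IgMXP3 and barcoded ABCB1 CCRF-Adr cell mix · Input – 3 million cells/mL in well · Reagent – JC-1 fluorescent substrate · Compound – single test compound dose, 6.6 µM final · Timing – 10 min exposure at 25 °C with rotation, no wash · Detection – flow cytometry of retained JC-1 fluorescence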
Avidin fluor = compound fluoresces at 488/530 nm on avidin beads | compound fluorescence 488/530 nm, flow cytometry; active compounds read high | fluorescence (KMESF) at 10 µM | actives 0.38% (n = 220,000) | AID 1775; in the data active = fluorescence above about 47; also: inactives centre near 10
Cdc42 wt = modulators (inhibitors or activators) of GTP binding to human Cdc42 wildtype. actives 0.2% (n = 190,000). GST-Cdc42 beads, Bodipy-GTP binding, flow cytometry; actives lie on both sides. P60953. percent activity (GTP binding), % at 10 µM. AID 761;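 active = percent activity GTP binding at least 20 points away from the 100% baseline, either down as inhibitor or up as activator; inconclusive = compound flagged as likely green fluorescent from well-wide comparison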;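 also: median bead fluorescence of bound Bodipy-FL-GTP at 100 nM; 0% = excess unlabeled GTP control and 100% = no compound control; below 100% means less GTP binding so inhibitor and above means activator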
Rab7 wt GTP bind = alters GTP binding to wildtype dog Rab7 | actives 0.055% (n = 190,000) | GTP binding activity (percent of control), % at 10 µM | GST-Rab7 beads, fluorescent GTP binding, flow cytometry; actives lie on both sides; untreated = 100%, excess cold GTP = 0%;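 active = fluorescent GTP binding to Rab7 beads changed by at least 20 points from the 100% baseline, either direction, mostly lower; inconclusive = compound itself probably fluorescent, or too few beads counted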;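 also: median green fluorescence of bound Bodipy-FL-GTP per Rab7 bead population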
Rab2 wt GTP = changes GTP binding to wildtype dog Rab2A, up or down. GTP binding activity, % at 10 µM. P61105. AID 760. actives 0.19% (n = 190,000). GST-Rab2 wt beads, Bodipy-GTP binding, flow cytometry;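 active = GTP binding activity at least 20 points away from 100%, either lowered or raised; inconclusive = signal likely due to the compound's own green fluorescence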;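 also: 0% = beads with excess unlabeled GTP and 100% = no-compound control corrected for plate trend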
HRas wt GTP bind = changes GTP binding to wildtype human HRas; P01112; GST-Ras wt beads, Bodipy-FL-GTP binding, flow cytometry; actives lie on both sides; GTP binding activity, % at 10 µM; actives 0.14% (n = 190,000);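 active = GTP binding activity at least 20% away from the 100% baseline, either lowered as inhibitor or raised as activator; inconclusive = flagged as likely green fluorescent, judged across all proteins in the well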;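 also: 0% = unlabeled GTP competition control and 100% = no-compound control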
Rac1 mut GTP = human Rac1 activated mutant GTP binding change. actives 0.11% (n = 190,000). percent activity (GTP binding), % at 10 µM. P63000. GST-Rac1 activated beads, fluorescent GTP binding, flow cytometry; actives lie on both sides; 100% means binding = to untreated wells;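 active = GTP binding at least 20 percentage points away from the 100% baseline, in either direction, so actives lie on both sides; inconclusive = Compound likely fluorescent itself, or too few beads counted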
Mcl1 Noxa PPI = disrupts binding of human Mcl-1 to Noxa peptide; Q07820; TR-FRET Mcl-1/Noxa peptide binding, 2 h; inhibition, % at 21.7 µM; actives 1.5% (n = 220,000); AID 1022;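 active = compounds that cut the protein-peptide binding signal by more than 50% relative to plate controls in a single-dose test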;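 also: His-tagged Mcl-1 with rhodamine Noxa BH3 peptide and terbium anti-His antibody; 0% = Mcl-1 plus Noxa peptide wells and 100% = peptide-only wells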
Target sequence (Q07820 whole entry, looked up): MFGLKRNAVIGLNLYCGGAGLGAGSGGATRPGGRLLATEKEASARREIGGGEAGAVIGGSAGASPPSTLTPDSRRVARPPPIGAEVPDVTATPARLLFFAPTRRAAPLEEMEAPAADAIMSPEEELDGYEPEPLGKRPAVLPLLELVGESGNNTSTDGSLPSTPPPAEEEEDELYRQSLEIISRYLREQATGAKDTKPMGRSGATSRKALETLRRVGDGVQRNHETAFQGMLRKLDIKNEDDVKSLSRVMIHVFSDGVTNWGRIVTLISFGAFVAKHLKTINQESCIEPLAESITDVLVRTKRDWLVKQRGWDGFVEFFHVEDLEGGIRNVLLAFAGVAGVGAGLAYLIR
Pf gamet viab = P. falciparum stage V gametocyte viability inhibition. actives 0.065% (n = 150,000). P. falciparum stage V gametocytes, ATP luminescence, 24 h. AID 743093. inhibition, % at 10.9 µM;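 active = inhibition above the mean plus 3 SD of compounds within the control limits, set per campaign, cut at about 38% in these data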;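 also: 0% = DMSO wells and 100% = medium only without gametocytes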
ABCB1 block = blocks JC-1 efflux by human ABCB1 transporter; CCRF-Adr cells, flow cytometry; P08183; AID 1326; inhibition, % at 6.6 µM; actives 0.067% (n = 190,000); in the data active = inhibition above about 40%;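 also: 0% = vehicle and 100% = reference inhibitor; higher value means more JC-1 retained so stronger ABCB1 efflux block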
Rac1 wt modul = alters GTP binding to wildtype human Rac1; P63000; GST-Rac1 beads, fluorescent GTP binding, flow cytometry; actives lie on both sides; 0 = cold GTP competed, 100 = untreated; GTP binding activity (% of control), % at 10 µM; actives 0.27% (n = 190,000); AID 757;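 active = GTP binding activity at least 20 points away from the 100% control level, either lower or higher; inconclusive = compound flagged as likely green fluorescent, judged across all proteins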
Numbers without * were called inactive; ? = inconclusive; · = no result given.

Under each structure: Cdc42 wt	Rac1 mut GTP	ABCB1 block	Rab2 wt GTP	HRas wt GTP bind	Avidin fluor	Mcl1 Noxa PPI	ABCG2 inh	Rac1 wt modul	Rab7 wt GTP bind	Pf gamet viab
[1] C[C@@H]1CC[C@@]2(O[C@H](CCO)C[C@@H](O)[C@@H]2O)O1
→ 103	101	-0.3	101	101	11	5	-2	106	103	1
[2] CC1CN(C(=O)/C=C/c2ccccc2[N+](=O)[O-])CC(C)O1 (centres undefined)
→ 100	95	0.0	99	100	13	6	0	102	104	-6
[3] COCCNC(=O)/C(C#N)=C/c1c(F)cccc1Cl
→ 95	94	-0.3	97	95	10	-1	1	102	95	-14
[4] CN1c2ccccc2-c2nc3ccccc3n2C1c1cccs1 (centres undefined)
→ 98	101	2.0	100	103	13	50	10	104	98	-15
[5] Cc1cc(C)nc(SCC(=O)Nc2ncccn2)n1
→ 100	100	0.4	99	104	2	-3	1	103	105	-5
[6] CCOc1cccc(C(=O)NC(=S)Nc2cccnc2)c1
→ 103	102	0.5	101	101	4	10	4	105	99	·
[7] C=CCn1c(=S)[nH]c2nc3c(cc2c1=O)COC(C)(C)C3
→ 95	93	0.9	97	98	13	18	9	95	98	·
[8] Cc1ccc(NC(=O)CN2C(=O)S/C(=C\c3cccn3-c3cccc(C(=O)O)c3)C2=O)c(C)c1
→ 99	95	-2.2	97	98	9	93*	-14	101	101	·
[9] C/C(=N\NC(N)=O)c1ccc(-n2ccnc2)cc1
→ 95	94	0.0	97	98	11	-4	0	97	101	-7
[10] O=c1[nH]cnc2c1C(c1ccccc1[N+](=O)[O-])c1c(nc[nH]c1=O)O2
→ ?	?	0.3	?	?	33	20	1	?	?	-18

Continuation:
Under each structure: Cdc42 wt	Rac1 mut GTP	ABCB1 block	Rab2 wt GTP	HRas wt GTP bind	Avidin fluor	Mcl1 Noxa PPI	ABCG2 inh	Rac1 wt modul	Rab7 wt GTP bind	Pf gamet viab
[11] CCOC(=O)C1=C(C)NC(C)=C(C(=O)OCC)C1C(=O)OCC(=O)N1c2ccccc2CC1C (centres undefined)
→ 97	97	2.1	97	98	1	6	4	96	96	·
[12] CCOC(=O)CSc1nc(=O)n2ccccc2n1
→ 98	97	0.7	100	97	10	-9	2	98	95	1
[13] O=S(=O)(Nc1cccnc1)c1ccccc1
→ 94	94	0.1	101	95	8	-8	0	94	100	-9
[14] CCn1c(SCC(=O)Nc2cccnc2Cl)nnc1-c1ccccc1
→ 96	97	0.5	93	100	11	18	0	103	98	-20
[15] S=c1[nH]nc(-c2cc(-c3ccco3)[nH]n2)n1-c1cccc2ccccc12
→ 101	99	-1.8	100	102	14	30	19	104	104	·
[16] CCOC(=O)C1CCN(c2ncnc3c2nnn3Cc2ccccc2Cl)CC1
→ 98	99	1.8	96	96	10	5	7	101	94	-13
[17] CSc1ccc(/C=N/NC(=O)c2ccc(C)c(C)c2)cc1
→ 97	95	-0.4	95	97	4	7	-3	94	98	·
[18] CCOC(=O)c1ccc(CNC(=O)Cn2nnc(-c3ccccc3F)n2)o1
→ 99	97	-0.4	98	99	5	2	0	100	103	·
[19] CSCC[C@@H](Nc1nc(-c2ccccc2)nc2c1oc1ccccc12)C(=O)O
→ 100	97	0.0	98	98	16	27	1	100	98	-13
[20] OC(COc1ccc(Br)cc1)CN1CCOCC1 (centres undefined)
→ 106	102	-0.4	100	104	·	-11	0	110	104	·

Following part.
Under each structure: Cdc42 wt	Rac1 mut GTP	ABCB1 block	Rab2 wt GTP	HRas wt GTP bind	Avidin fluor	Mcl1 Noxa PPI	ABCG2 inh	Rac1 wt modul	Rab7 wt GTP bind	Pf gamet viab
[21] O=C(NC1CCCCC1)C(c1ccncc1)N(Cc1ccccc1)C(=O)c1ccc(-c2ccccc2)[nH]1 (centres undefined)
→ 100	97	0.4	99	99	10	12	2	99	97	-9
[22] O=C(Nc1ccc(Br)cc1)N1CCCC(O)C1 (centres undefined)
→ 98	92	0.2	98	95	9	2	3	93	106	-7
[23] c1cncc(CNc2nc(N3CCOCC3)nc(N3CCOCC3)n2)c1
→ 104	101	0.2	102	101	67*	9	1	103	101	-10
[24] O=C(COC(=O)C1(c2ccccc2F)CCCC1)N1CCc2ccccc21
→ 102	99	0.3	102	101	18	15	0	103	98	·
[25] CCOC(=O)CSc1nnc(CNc2ccccc2Cl)n1-c1ccccc1
→ 100	97	1.1	98	98	14	18	16	101	99	·
[26] Cc1c(Cl)cccc1Nc1ccccc1C(=O)O
→ 119	·	0.1	119	110	12	9	6	·	109	·
[27] CCOC(=O)C1/C(=N\O)CC(C)(O)C(C(=O)OCC)C1c1ccc(N(C)C)cc1 (centres undefined)
→ 99	98	-2.7	97	99	6	17	-4	101	102	·
[28] CN1CCN(/N=C/c2ccc(-c3ccccc3)cc2)CC1
→ 95	96	0.5	92	94	21	-4	7	97	88	2
[29] CCOC(=O)c1ccc[n+](CC(=O)c2ccccc2)c1
→ 96	98	0.2	98	96	4	4	3	95	101	0
[30] COc1cccc(CNC(=O)c2ccc3nc[nH]c3c2)c1
→ 91	90	0.4	93	96	11	12	7	94	93	6

Other records follow:
Under each structure: Cdc42 wt	Rac1 mut GTP	ABCB1 block	Rab2 wt GTP	HRas wt GTP bind	Avidin fluor	Mcl1 Noxa PPI	ABCG2 inh	Rac1 wt modul	Rab7 wt GTP bind	Pf gamet viab
[31] CCCn1cc(SCC(=O)Nc2ccc3c(c2)OCO3)c2ccccc21
→ 101	99	-2.3	98	101	7	12	-4	102	100	·
[32] CCN(CC)S(=O)(=O)c1ccc2c(c1)c(=O)c(C(=O)NCc1ccc3c(c1)OCO3)cn2C
→ 100	99	-4.8	101	103	12	-12	-17	99	102	·
[33] CCn1c(SCC(=O)Nc2nc(C)cs2)nnc1C(NC(=O)c1ccccc1Cl)C(C)C (centres undefined)
→ 100	97	5.6	96	97	15	24	9	101	95	·
[34] Cc1cccc(-n2nnnc2SCc2csc(-c3ccccc3)n2)c1
→ 95	96	0.7	96	97	7	-4	2	100	96	·
[35] CC(=O)NC1(C(F)(F)F)C(=O)Nc2c1c(=O)[nH]c(=O)n2Cc1ccco1 (centres undefined)
→ 102	100	0.5	101	102	10	-6	1	102	98	-10
[36] O=C(CSc1nnc(-c2cnccn2)n1Cc1ccco1)c1ccc2ccccc2c1
→ 101	100	0.8	101	100	2	3	12	103	101	·
[37] CCOC(=O)c1ccc(NCCOC)c([N+](=O)[O-])c1
→ 95	97	0.4	97	97	10	11	4	99	96	12
[38] CCOc1ccccc1N1CCN(C(=O)c2ccccc2)CC1
→ 95	96	0.3	97	99	10	-10	2	101	101	0
[39] Cc1cc([N+](=O)[O-])c(N2CCC[C@@H]2C(=O)O)c([N+](=O)[O-])c1
→ 99	96	0.4	97	98	7	3	1	97	97	·
[40] CC1(C(=O)N2CC3(CC(c4cccc([N+](=O)[O-])c4)=NO3)C[C@H]2C(=O)NCC(N)=O)CC1 (some centres undefined)
→ 97	97	0.5	97	99	15	-11	2	98	100	·

Given in markdown: part of the list above.
| cpd | Molecule | Cdc42 wt | Rac1 mut GTP | ABCB1 block | Rab2 wt GTP | HRas wt GTP bind | Avidin fluor | Mcl1 Noxa PPI | ABCG2 inh | Rac1 wt modul | Rab7 wt GTP bind | Pf gamet viab |
| --- | --- | --- | --- | --- | --- | --- | --- | --- | --- | --- | --- | --- |
| 1 | C[C@@H]1CC[C@@]2(O[C@H](CCO)C[C@@H](O)[C@@H]2O)O1 | 103 | 101 | -0.3 | 101 | 101 | 11 | 5 | -2 | 106 | 103 | 1 |
| 2 | CC1CN(C(=O)/C=C/c2ccccc2[N+](=O)[O-])CC(C)O1 (centres undefined) | 100 | 95 | 0.0 | 99 | 100 | 13 | 6 | 0 | 102 | 104 | -6 |
| 3 | COCCNC(=O)/C(C#N)=C/c1c(F)cccc1Cl | 95 | 94 | -0.3 | 97 | 95 | 10 | -1 | 1 | 102 | 95 | -14 |
| 4 | CN1c2ccccc2-c2nc3ccccc3n2C1c1cccs1 (centres undefined) | 98 | 101 | 2.0 | 100 | 103 | 13 | 50 | 10 | 104 | 98 | -15 |
| 5 | Cc1cc(C)nc(SCC(=O)Nc2ncccn2)n1 | 100 | 100 | 0.4 | 99 | 104 | 2 | -3 | 1 | 103 | 105 | -5 |
| 6 | CCOc1cccc(C(=O)NC(=S)Nc2cccnc2)c1 | 103 | 102 | 0.5 | 101 | 101 | 4 | 10 | 4 | 105 | 99 | · |
| 7 | C=CCn1c(=S)[nH]c2nc3c(cc2c1=O)COC(C)(C)C3 | 95 | 93 | 0.9 | 97 | 98 | 13 | 18 | 9 | 95 | 98 | · |

(further entries)
Under each structure: Cdc42 wt	Rac1 mut GTP	ABCB1 block	Rab2 wt GTP	HRas wt GTP bind	Avidin fluor	Mcl1 Noxa PPI	ABCG2 inh	Rac1 wt modul	Rab7 wt GTP bind	Pf gamet viab
[41] CCOC(=O)c1ccc(NC(=O)COc2ccc(S(=O)(=O)N3CCCC3)cc2)cc1
→ 108	101	0.9	104	103	9	29	4	111	102	8
[42] COc1ccc(CCNC(=O)CCCOc2cc(=O)n(C)c3ccccc23)cc1OC
→ 103	99	0.4	104	102	17	-4	6	105	98	-21
[43] COc1ccc(N2CCN(C(=O)Nc3cccc(C(F)(F)F)c3)CC2)cc1
→ 100	98	-0.5	98	99	8	39	19	105	99	·
[44] CCn1c(CSc2nc3ccccc3s2)nnc1SCC(N)=O
→ 105	101	0.6	105	104	13	7	3	105	104	·
[45] CCN(CC)C(=S)NC(=O)c1cccnc1
→ 98	96	0.6	101	102	28	2	3	101	106	·
[46] O=C(Cc1cccs1)Nc1ccc(S(=O)(=O)N2CCCCC2)cc1
→ 100	98	0.5	101	100	8	66*	2	101	102	-19

Assay outcomes deposited in PubChem BioAssay by several laboratories.

Rows are unselected; overall some 2.3% were active at least once.
